# Bioassay records as filed in PubChem BioAssay.
# Avidin fluor: green autofluorescence of compounds with avidin beads – biophysical, 488/530 nm, flow cytometry, artefact control, profiling panel; compound fluorescence 488/530 nm; stronger effect = higher value; fluorescence (KMESF) at 10 µM; 220,000 compounds, 0.38% hits; AID 1775, 2009; in the data active = fluorescence above about 47; note: inactives centre near 10
# ABCB1 inh: ABCB1 efflux pump inhibitors, primary screen, cell-based, multiplex, flow cytometry, ABCG2 counter-screen | ATP-dependent translocase ABCB1 (Homo sapiens), P08183 | CCRF-Adr cells, JC-1 efflux | inhibition, % at 6.6 µM | 190,000 compounds, 0.067% hits | AID 1326, 2008; in the data active = inhibition above about 40%;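 note: 0% = vehicle and 100% = reference inhibitor; higher value means more JC-1 retained so stronger ABCB1 efflux block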
# Rac1 act GTP bind: GTP binding modulators of activated mutant Rac1, primary screen, biochemical, bead-based flow cytometry, multiplex, fluorescent GTP | Ras-related C3 botulinum toxin substrate 1 (Homo sapiens), P63000 | AID 764, 2007 | percent activity (GTP binding), % at 10 µM | 190,000 compounds, 0.11% hits | GST-Rac1 activated beads; actives lie on both sides; 100% means binding = to untreated wells;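 active = GTP binding at least 20 percentage points away from the 100% baseline, in either direction, so actives lie on both sides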
# Rab7 wt GTP bind: modulators of GTP binding to Rab7, primary screen, biochemical, wildtype, multiplex bead flow cytometry; Rab7 GTPase wild type (dog), Bodipy-FL-GTP binding; GST-Rab7 beads, fluorescent GTP binding; actives lie on both sides; untreated = 100%, excess cold GTP = 0%; GTP binding activity (percent of control), % at 10 µM; 190,000 compounds, 0.055% hits; AID 758, 2007;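 active = fluorescent GTP binding to Rab7 beads changed by at least 20 points from the 100% baseline, either direction, mostly lower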;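 note: median green fluorescence of bound Bodipy-FL-GTP per Rab7 bead population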
# Rab2A wt mod: modulators of GTP binding to Rab2A wildtype, primary screen, biochemical, dog, bead-based flow cytometry, multiplex; GTP binding activity, % at 10 µM; GST-Rab2 wt beads, Bodipy-GTP binding; AID 760, 2007; Ras-related protein Rab-2A (Canis lupus familiaris), P61105; 190,000 compounds, 0.19% hits;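 active = GTP binding activity at least 20 points away from 100%, either lowered or raised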;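 note: 0% = beads with excess unlabeled GTP and 100% = no-compound control corrected for plate trend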
# ABCG2 block: ABCG2 efflux pump inhibitors, primary screen, multiplex with ABCB1, IgMXP3 cells, flow cytometry | 190,000 compounds, 0.1% hits | JC-1 efflux | inhibition, % at 6.6 µM | Broad substrate specificity ATP-binding cassette transporter ABCG2 (Homo sapiens), Q9UNQ0;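 active = inhibition above 80%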;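 note: 0% = DMSO and 100% = nicardipine control wells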
# Target sequence (Q9UNQ0 whole entry, looked up): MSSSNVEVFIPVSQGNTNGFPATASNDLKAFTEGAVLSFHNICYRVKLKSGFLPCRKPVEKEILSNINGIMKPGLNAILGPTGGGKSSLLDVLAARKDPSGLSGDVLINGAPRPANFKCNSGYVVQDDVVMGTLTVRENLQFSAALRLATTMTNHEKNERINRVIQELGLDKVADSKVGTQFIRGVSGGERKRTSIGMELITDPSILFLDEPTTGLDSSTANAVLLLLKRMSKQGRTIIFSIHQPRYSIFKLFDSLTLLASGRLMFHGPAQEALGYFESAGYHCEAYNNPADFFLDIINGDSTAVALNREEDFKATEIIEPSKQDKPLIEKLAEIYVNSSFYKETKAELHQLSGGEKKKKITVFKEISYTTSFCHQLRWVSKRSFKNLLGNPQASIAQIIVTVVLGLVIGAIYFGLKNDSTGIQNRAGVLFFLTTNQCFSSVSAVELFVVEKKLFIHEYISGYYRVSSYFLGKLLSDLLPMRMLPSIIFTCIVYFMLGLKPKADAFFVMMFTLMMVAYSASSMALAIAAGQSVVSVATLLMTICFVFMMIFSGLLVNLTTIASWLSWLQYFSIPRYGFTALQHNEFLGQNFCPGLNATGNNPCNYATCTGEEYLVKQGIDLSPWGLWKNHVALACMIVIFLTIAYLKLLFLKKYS
#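 Test system: IgMXP3 cells (ABCG2) mixed with DDAO far-red-labelled CCRF-Adr cells (ABCB1). Reagent: JC-1 transporter substrate. Compound dosing: single test compound dose, 6.6 µM final. Times: 10 min compound exposure, 25 °C. Detection: flow cytometry of retained JC-1 fluorescence. Read-out basis: efflux inhibition in percent versus controls. Controls: nicardipine and DMSO wells.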
# GSH bead fluor: compound fluorescence on glutathione beads, profiling panel, artefact control, biophysical, 488/530 nm, flow cytometry | GSH beads flow cytometry, compound fluorescence 488/530 nm; stronger effect = higher value | fluorescence (KMESF) at 10 µM | 190,000 compounds, 0.25% hits | AID 1776, 2009; in the data active = fluorescence above about 89;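 note: glutathione beads carrying GST-tagged Bcl family fusion proteins plus one bare bead set; values are compound well signal with DMSO vehicle wells as background; inactives centre near 16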
# Rac1 wt modul: wildtype Rac1 GTP binding modulators, primary screen, biochemical, GST-Rac1 beads, flow cytometry, multiplex; Ras-related C3 botulinum toxin substrate 1 (Homo sapiens), P63000; fluorescent GTP binding; actives lie on both sides; 0 = cold GTP competed, 100 = untreated; GTP binding activity (% of control), % at 10 µM; 190,000 compounds, 0.27% hits; AID 757, 2007;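 active = GTP binding activity at least 20 points away from the 100% control level, either lower or higher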
# HRas wt GTP bind: modulators of GTP binding to HRas wildtype, primary screen, biochemical, bead-based flow cytometry, multiplex. 190,000 compounds, 0.14% hits. GTPase HRas (Homo sapiens), P01112. GST-Ras wt beads, Bodipy-FL-GTP binding; actives lie on both sides. GTP binding activity, % at 10 µM;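 active = GTP binding activity at least 20% away from the 100% baseline, either lowered as inhibitor or raised as activator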;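 note: 0% = unlabeled GTP competition control and 100% = no-compound control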
# Target sequence (P01112 whole entry, looked up): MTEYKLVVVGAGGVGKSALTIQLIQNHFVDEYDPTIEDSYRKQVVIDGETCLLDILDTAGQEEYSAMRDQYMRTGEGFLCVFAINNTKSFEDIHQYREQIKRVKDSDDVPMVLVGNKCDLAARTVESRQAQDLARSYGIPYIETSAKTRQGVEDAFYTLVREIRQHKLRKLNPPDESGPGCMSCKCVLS
# Cdc42 wt GTP: modulators of GTP binding to wildtype Cdc42, primary screen, biochemical, multiplex bead flow cytometry, Bodipy-GTP | Cell division control protein 42 homolog (Homo sapiens), P60953 | GST-Cdc42 beads; actives lie on both sides | percent activity (GTP binding), % at 10 µM | 190,000 compounds, 0.2% hits;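 active = percent activity GTP binding at least 20 points away from the 100% baseline, either down as inhibitor or up as activator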;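 note: median bead fluorescence of bound Bodipy-FL-GTP at 100 nM; 0% = excess unlabeled GTP control and 100% = no compound control; below 100% means less GTP binding so inhibitor and above means activator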
# Target sequence (P60953 whole entry, looked up): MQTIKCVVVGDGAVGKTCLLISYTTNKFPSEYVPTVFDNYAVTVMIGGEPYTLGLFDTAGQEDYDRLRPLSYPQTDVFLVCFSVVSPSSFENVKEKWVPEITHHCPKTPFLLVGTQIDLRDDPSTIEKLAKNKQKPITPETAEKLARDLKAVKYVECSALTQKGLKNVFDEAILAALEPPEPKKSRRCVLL
# Pf gametocyte: late stage P. falciparum gametocyte viability inhibitors, primary screen, ATP luminescence, HTS; P. falciparum stage V gametocytes, 24 h; inhibition, % at 10.9 µM; 150,000 compounds, 0.065% hits; AID 743093, 2013;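 active = inhibition above the mean plus 3 SD of compounds within the control limits, set per campaign, cut at about 38% in these data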;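 note: 0% = DMSO wells and 100% = medium only without gametocytes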
# An asterisk follows results filed as active; x = no result given.
No.	structure	Avidin fluor	ABCB1 inh	Rac1 act GTP bind	Rab7 wt GTP bind	Rab2A wt mod	ABCG2 block	GSH bead fluor	Rac1 wt modul	HRas wt GTP bind	Cdc42 wt GTP	Pf gametocyte
1	O=C1NC2(CCc3ccccc3C2)C(=O)N1CCOc1cccc(Cl)c1 (stereo not drawn)	2	0.6	95	98	94	3	11	95	95	95	x
2	O=C1CC(SCc2nc3ccccc3[nH]2)C(=O)N1c1ccc(F)c(Cl)c1 (stereo not drawn)	25	0.5	95	102	97	29	23	100	97	98	1
3	Cc1ccc(S(=O)(=O)N2CCN(CC(=O)N/N=C/c3cc([N+](=O)[O-])ccc3Cl)CC2)cc1	10	1.0	98	99	97	3	19	105	97	101	x
4	Cc1ccc(S(=O)(=O)NC(CC(=O)N2CCOCC2)c2ccco2)cc1 (stereo not drawn)	13	-6.0	98	94	99	-3	28	100	98	101	-9
5	CCNC(=O)COc1ccc(-c2ccccc2)cc1	9	0.3	102	98	102	2	11	105	101	101	11
6	CCn1c(C)c(P(c2ccccc2)c2ccccc2)[n+]2ccccc12	25	0.2	99	94	93	1	11	96	93	96	x
7	Cc1cc(NC(=O)CSc2nnc(NC(=O)C3CC(=O)N(c4ccccc4C)C3)s2)no1 (stereo not drawn)	9	-0.8	98	100	100	-8	9	102	101	101	-21
8	N#Cc1ccc(/C=N/NC(=O)c2cccc(S(=O)(=O)N3CCOCC3)c2)cc1	10	1.6	93	88	94	14	11	92	94	93	10
9	CCCCN(C(=O)CSc1nncn1-c1ccccc1)c1c(N)n(Cc2ccccc2)c(=O)[nH]c1=O	7	0.2	100	100	99	1	13	101	101	102	19
10	N#Cc1nc(Cc2ccccc2)oc1NCCCn1ccnc1	8	0.3	102	102	104	3	14	109	104	104	-1
11	CC1(C)CC(=O)C(CC(=O)NC2CCCc3ccccc32)C(=O)C1 (stereo not drawn)	10	-0.2	98	103	99	0	12	102	100	100	x
12	CC1Cc2ccccc2N1C(=O)CSc1nnnn1-c1ccc2c(c1)OCCO2 (stereo not drawn)	11	0.3	99	99	103	1	14	105	100	106	x
13	CCN1C(=O)C(CC(=O)Nc2ccccc2)S/C1=N\c1ccccn1 (stereo not drawn)	9	-0.5	92	104	99	-2	18	98	97	95	14
14	Cc1cc(NS(=O)(=O)c2ccc(NC(=O)c3ccco3)cc2)no1	5	-0.1	97	97	97	3	12	103	97	97	x
15	O=C1CCC([N+](=O)[O-])C(c2cccc(Cl)c2Cl)N1 (stereo not drawn)	18	0.3	100	106	106	1	11	108	105	110	16
16	O=C(CSc1nnc(-c2ccc(S(=O)(=O)N3CCCC3)cc2)o1)NCc1ccco1	5	0.2	101	99	100	2	5	105	100	102	x
17	CCOC(=O)c1ccc(NC(=O)C2C3CCC(C3)C2C(=O)O)cc1 (stereo not drawn)	13	0.6	92	97	95	2	25	94	96	96	-16
18	O=C(C1CCCCC1)N1CCCn2c1nc1ccccc12	10	0.0	93	91	96	2	33	95	94	98	x
19	O=C(NCC1CCCO1)c1sc2cc(Cl)ccc2c1Cl (stereo not drawn)	24	1.0	98	99	97	54	11	101	97	98	x
20	Cc1cc(S(=O)(=O)Nc2ccc(N(C)C)cc2)c(C)s1	5	0.2	101	102	100	1	36	103	102	102	x
21	Cn1cnnc1SCc1ccc(C(=O)O)cc1	7	0.3	100	101	102	2	16	108	103	102	-41
22	CS(=O)(=O)N(CC(=O)NC1CCCC1)c1cccc(F)c1	11	-0.2	96	98	100	-1	77	97	98	95	x
23	Cc1cc(C)cc(NC(=O)c2snc3c(=O)[nH]cnc23)c1	10	-0.4	96	98	98	-3	27	102	97	99	x
24	N#Cc1cc(-c2ccc(Cl)cc2)cnc1Sc1ccc(F)cc1	12	0.2	98	98	98	0	39	104	102	105	-30
25	CC(=O)Nc1cccc(/C(C)=N/NC(=O)c2ccc(O)cc2)c1	9	0.0	93	99	96	0	16	95	96	95	30

# 3 entries from above, with two lines to a compound.
# Values in the order – Avidin fluor	ABCB1 inh	Rac1 act GTP bind	Rab7 wt GTP bind	Rab2A wt mod	ABCG2 block	GSH bead fluor	Rac1 wt modul	HRas wt GTP bind	Cdc42 wt GTP	Pf gametocyte
23) Cc1cc(C)cc(NC(=O)c2snc3c(=O)[nH]cnc23)c1
    10	-0.4	96	98	98	-3	27	102	97	99	x
14) Cc1cc(NS(=O)(=O)c2ccc(NC(=O)c3ccco3)cc2)no1
    5	-0.1	97	97	97	3	12	103	97	97	x
10) N#Cc1nc(Cc2ccccc2)oc1NCCCn1ccnc1
    8	0.3	102	102	104	3	14	109	104	104	-1

# Following part:
No.	structure	Avidin fluor	ABCB1 inh	Rac1 act GTP bind	Rab7 wt GTP bind	Rab2A wt mod	ABCG2 block	GSH bead fluor	Rac1 wt modul	HRas wt GTP bind	Cdc42 wt GTP	Pf gametocyte
26	N#C/C(=C\c1cn(Cc2ccccc2C#N)c2ccccc12)C(=O)NCc1cccs1	16	0.8	99	105	105	2	12	106	106	105	-2
27	Cc1cccc(NC(=O)CCC(=O)OCc2ccc(Br)cc2)c1	12	11	95	97	96	5	12	103	96	100	x
28	CCN(CC(=O)NC)S(=O)(=O)c1ccc(C)cc1	14	0.1	98	97	100	-1	34	103	98	102	x
29	O=c1[nH]c(CSc2nnc3ccccn23)nc2ccccc12	6	0.2	99	98	100	4	11	102	101	104	-11
30	COc1cc2c(cc1NC(=S)NC(=O)/C=C/c1ccco1)oc1ccccc12	7	-0.9	102	104	102	1	4	106	102	101	-7
31	Cc1ccc(C)c(S(=O)(=O)NCc2ccc(C(=O)N3CCC(Cc4ccccc4)CC3)cc2)c1	16	0.3	97	96	96	0	16	95	98	94	-5
32	O=C(COc1ccc(-c2ccccc2)cc1)N/N=C/c1ccccc1Br	22	0.1	94	100	99	0	49	95	98	95	x
33	COc1ccc(OC)c(C2(O)CSC(=Nc3cccnc3)N2Cc2ccco2)c1 (stereo not drawn)	8	0.6	94	97	98	8	9	98	97	94	x
34	CC(=O)Nc1ccc(S(=O)(=O)N(C)Cc2ccccc2)cc1	25	-0.2	98	109	101	2	8	105	103	98	-10
35	Cc1cc(-c2ccccc2)nc(N(C)N)c1S(C)(=O)=O	9	0.4	97	103	98	1	15	99	96	96	-12
36	Cc1nc(-c2ccc(NC(=O)c3ccccc3)cc2)cs1	x	-0.4	95	102	102	1	13	102	100	98	-16
37	COc1cc2c(cc1OC)C(C(=O)Nc1ccccc1N1CCN(C)CC1)C1c3ccccc3CCN1C2=O (stereo not drawn)	19	0.7	96	96	97	2	10	97	95	98	-16
38	Cc1cc(C(=O)N2CCN(Cc3ccc4c(c3)OCO4)CC2)cs1	34	0.8	97	100	101	3	27	99	101	101	x
39	COc1cc2c(cc1OC)C1=NC(=O)CN1C(SCc1ccccc1)=N2	6	0.2	95	98	94	0	27	97	96	96	-10
40	CC(=O)Nc1ccc2nc(NC(=O)COc3cccc(C)c3)sc2c1	9	-0.7	93	106	101	-4	24	96	97	97	-19
41	COc1ccc(C2(C(=O)Nc3c(C)n(C)n(-c4ccccc4)c3=O)CCCC2)cc1OC	7	0.8	102	95	102	2	66	106	103	104	-10
42	COc1ccc(-c2csc(NC(C)=O)n2)cc1OC	7	-3.6	99	97	100	-3	30	103	100	100	-10
43	COc1ccc(/C=N/NC(=O)CCCCCNC(=O)c2ccccc2)cc1	16	0.7	104	97	100	11	15	104	101	101	-22
44	Cc1nnc(SCC(=O)Nc2ccc3c4c(cccc24)CC3)n1C	16	0.6	99	103	103	3	22	104	102	104	x
45	O=C1CCc2cc(S(=O)(=O)N3CCN(C(=O)c4ccco4)CC3)ccc2N1	15	-0.6	98	103	103	2	34	105	99	103	x
46	Cc1cc(C)c2c(n1)sc1c(N3CCN(CCO)CC3)ncnc12	23	0.8	93	100	94	4	11	100	98	97	14
47	Cc1cc([N+](=O)[O-])cnc1N1CCOCC1	2	1.9	100	100	100	15	10	104	101	102	-8
48	CC(OC(=O)c1ccc2c(=O)n3c(nc2c1)CCCCC3)C(=O)Nc1ncc(Cl)cc1Cl (stereo not drawn)	18	7.7	99	100	98	9	10	102	100	101	11
49	Cc1n[nH]c(C)c1C(=O)CC1(O)C(=O)N(CCc2ccccc2)c2ccc(Cl)cc21 (stereo not drawn)	3	0.3	97	99	102	0	42	101	100	101	-17
50	CC(NC(=O)COc1ccc(Oc2ccccc2)cc1)C(=O)O (stereo not drawn)	9	-1.2	99	102	101	-1	26	106	102	103	8

# Next part
nr	Compound	Avidin fluor	ABCB1 inh	Rac1 act GTP bind	Rab7 wt GTP bind	Rab2A wt mod	ABCG2 block	GSH bead fluor	Rac1 wt modul	HRas wt GTP bind	Cdc42 wt GTP	Pf gametocyte
51	O=C(O)/C=C/c1ccc(OCCCF)cc1	11	2.3	99	100	102	7	25	104	100	101	0
52	COc1ccc(CCn2nnnc2C(c2ccccc2)N2CCN(C)CC2)cc1OC (stereo not drawn)	14	1.0	101	99	101	2	22	101	103	102	16
53	CCCCOc1ccc(C2(C(=O)O)CCCC2)cc1	22	-0.5	94	92	95	-6	24	103	96	100	17
54	c1ccc(SCc2nc(-c3ccncc3)no2)cc1	9	-1.5	96	98	98	1	24	100	97	98	11

# Results in sequence from above:
# Nos. 51–54 in Rac1 wt modul, in turn: 104, 101, 103, 100
